VCAM1 TNFa inh: reduces TNF alpha induced VCAM1 expression in HUVEC; AID 802; 95,000 compounds, 0.48% hits; inhibition, % at 2 µM; HUVEC TNFa-induced VCAM-1 immunofluorescence, high-content imaging;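 active means inhibition above the batch mean plus 3 SD, with images confirmed as a hit by eye, cut at about 37% in these data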;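 further: 0% = TNF-stimulated DMSO wells and 100% = unstimulated control wells; not every result past the cut was called active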
IL1B cytotox: toxic to HUVEC cells under IL-1B stimulation | HUVEC cell count loss, Hoechst imaging, IL-1B stimulated | AID 845 | cell count reduction, % at 2 µM | 94,000 compounds, 0.41% hits;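 active means cell count reduction more than 3 SD above the screen-wide mean, cut at about 70% in these data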;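 further: normalized per plate to untreated control cells as the no-loss baseline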
TNFa cytotox: HUVEC cytotoxicity counter-screen, TNF alpha stimulated. HUVEC TNFalpha-stimulated, Hoechst cell count, imaging. cell count reduction, % at 2 µM. 93,000 compounds, 0.17% hits. AID 848;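 active means cell count reduction exceeding the screen mean by over 5 SD, scaled to untreated wells per plate, cut at about 78% in these data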;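 further: cells counted after 24 h of TNF alpha exposure following the 1 h pretreatment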
Smad3 FoxH1 inh: inhibitors of human Smad3 transcription factor binding | inhibition, % at 25 µM | P84022 | AID 630 | TR-FRET Smad3/Dy647-FoxH1 peptide binding, europium anti-His | 88,000 compounds, 0.29% hits;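 active means compounds that reduce the energy-transfer binding signal between the protein and its labelled peptide by more than half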;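 further: 0% = Smad3 plus labelled peptide maximal FRET and 100% = peptide-only background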
HUVEC prolif 384: human endothelial cell proliferation inhibition. HUVEC proliferation, CellTiter-Glo luminescence, 72 h; hits give low values. viability, % at 10 µM (by protocol). 86,000 compounds, 1.1% hits. AID 648;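 active means viability at or below 30%; inactive means viability above 30%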;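 further: 100% = median luminescence of DMSO-only cell control wells on each plate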
Pyk2 oligo antag: Pyk2 (human) oligomerization antagonism; Q293 cells, Pyk2 FERM NanoBiT luminescence; hits give low values; AID 1347419; z-score (the deposit names both 25 µM and 10 µM); 99,000 compounds, 0.83% hits;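 active means Z-score of -3 or lower, scaled per plate to the spread of control and sample wells; inactive means z-score above -3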;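 further: negative z-score means lost luminescence so less FERM oligomerization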
Target sequence (Q14289 whole entry, looked up): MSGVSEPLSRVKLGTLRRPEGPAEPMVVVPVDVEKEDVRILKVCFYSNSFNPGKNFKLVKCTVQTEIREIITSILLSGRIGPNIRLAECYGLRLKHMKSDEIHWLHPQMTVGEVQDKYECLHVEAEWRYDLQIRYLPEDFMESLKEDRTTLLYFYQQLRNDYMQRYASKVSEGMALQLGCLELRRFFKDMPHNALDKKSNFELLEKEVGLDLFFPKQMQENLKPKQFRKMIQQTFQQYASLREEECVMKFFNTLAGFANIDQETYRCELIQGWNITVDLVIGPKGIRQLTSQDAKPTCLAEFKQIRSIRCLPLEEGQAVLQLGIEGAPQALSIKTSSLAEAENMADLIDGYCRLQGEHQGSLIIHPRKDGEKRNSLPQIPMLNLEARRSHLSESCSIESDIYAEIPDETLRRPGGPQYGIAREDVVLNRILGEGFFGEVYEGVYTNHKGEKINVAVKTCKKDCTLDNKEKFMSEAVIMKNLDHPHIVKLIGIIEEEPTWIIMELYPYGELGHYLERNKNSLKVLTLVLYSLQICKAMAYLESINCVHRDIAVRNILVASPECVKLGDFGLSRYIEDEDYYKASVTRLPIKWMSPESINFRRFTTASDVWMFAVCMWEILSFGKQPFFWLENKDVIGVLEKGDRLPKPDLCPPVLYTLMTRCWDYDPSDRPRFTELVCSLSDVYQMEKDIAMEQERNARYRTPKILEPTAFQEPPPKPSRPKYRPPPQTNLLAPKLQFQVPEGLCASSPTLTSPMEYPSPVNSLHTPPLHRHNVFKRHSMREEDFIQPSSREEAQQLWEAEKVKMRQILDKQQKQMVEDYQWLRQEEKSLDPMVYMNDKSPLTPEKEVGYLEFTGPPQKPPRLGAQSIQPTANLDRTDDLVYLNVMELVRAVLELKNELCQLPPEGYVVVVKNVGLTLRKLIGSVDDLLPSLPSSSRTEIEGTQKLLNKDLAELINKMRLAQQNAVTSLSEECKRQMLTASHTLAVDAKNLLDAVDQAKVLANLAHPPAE
Fibroblast inh: blocks proliferation of human lung fibroblasts; AID 719; viability, % at 10 µM; 85,000 compounds, 1.1% hits; LL 47 human lung fibroblast viability, ATP luminescence; hits give low values;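 active means viability at or below 50% in the single dose screen; inactive means viability above 50%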;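 further: compound exposure lasted 72 h before the ATP readout; 100% = median luminescence of untreated cell-only wells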
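Material: Human LL 47 lung fibroblast cells | Input: 1,150 cells/well | Buffer or medium: IMEM plus 15% FBS | Compound dosing: 0.1% DMSO in all compound wells | Times: Overnight cell rest, 72 h compound treatment at 37 °C | Signal: CellTiter-Glo luminescence measuring cellular ATP | Measure: % viability versus median cells-only luminescence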
F-actin modifier: cytoskeleton assembly modification; AID 836; inhibition, % at 2 µM; 91,000 compounds, 0.18% hits; HUVEC TNFa F-actin phalloidin imaging, high content;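 active means inhibition above the batch mean plus 3 SD and confirmed as a hit by visual image inspection, cut at about 30% in these data, passing the limit was not always enough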; further: strong numbers were not always called active
H69AR inhibit: growth inhibitors of human H69AR lung tumor cells. H69AR lung tumor viability, ATP luminescence, 72 h; hits give low values. viability, % at 10 µM. 85,000 compounds, 6% hits;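 active means viability at or below 40%; inactive means viability above 40%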;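 further: multidrug resistant small cell line overexpressing MRP-1 efflux transporter; 100% = mean luminescence of untreated control wells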
* marks the source's active call; other numbers are inactive results; . = no result given; [ ] = remark or other dose. A portion of the library. The share of hits here may be higher or lower than overall.

SMILES	VCAM1 TNFa inh	IL1B cytotox	TNFa cytotox	Smad3 FoxH1 inh	HUVEC prolif 384	Pyk2 oligo antag	Fibroblast inh	F-actin modifier	H69AR inhibit
O=C(Oc1ccc(Cl)c2ccccc12)N1CCCCC1	2	-39	3	2	89	-0.39	95	-14	65
CCc1nnc(NC(=O)CSc2nc(-c3ccccc3)cc(-c3ccc(F)cc3)c2C#N)s1	20	-27	8	.	.	0.75	.	4	.
COC(=O)C1=C(O)/C(=C\c2ccc(CNC(=O)C(=O)Nc3ccc(C)cc3)o2)N=C1C	13	-16	-4	-17	60	0.31	25*	-12	25*
Cc1cc(C)cc(NC(=O)NCc2nnc(SCc3ccccc3)n2C)c1	23	4	-16	11	98	-0.28	92	-22	95
CCN(CC)Cc1csc2ccc(Br)cc12	6	-38	-5	.	.	-0.02	.	-13	.
COc1cccc(-c2cc(C(=O)N/N=C/c3ccc(OC)c(COC(C)=O)c3)c3ccccc3n2)c1	11	-8	-4	.	.	-1.3	.	-44	.
O=C(Cn1nc(C(F)(F)F)c2c1CCCC2)NCCN1CCOCC1	8	3	-9	-4	109	0.6	100	4	104
O=C(c1cc2ccccc2oc1=O)N(Cc1ccc2c(c1)OCO2)Cc1ccco1	-4	34	9	6	79	-2.4	79	-4	78
CCc1nc(N)nc2c1C(=O)CC(C)(C)C2	12	-32	1	7	96	4.1	98	2	79
CCn1c(C)nc2cc(C(=O)NNS(=O)(=O)c3c(C)c(C)cc(C)c3C)ccc21	4	-8	-3	19	106	-0.05	98	-5	87
N#Cc1ccc(Oc2ccc(C(N)=O)cc2)cc1C#N	-2	18	-2	-1	116	1.7	110	5	98
CS(=O)(=O)N1CCC(C(=O)NCc2ccco2)CC1	11	-10	-7	3[fluorescence artefact?]	88	-1.6	102	5	95
CCCCCCOC(=O)C(C#N)c1nc2ccccc2nc1N1CCCCC1 (stereo not drawn)	-13	-13	-15	7	104	-0.45	88	-2	88
OC1(c2cccc(C(F)(F)F)c2)CCN(Cc2nnnn2CCc2ccccc2)CC1	-40	1	-15	6	95	-2	99	12	93
CS(=O)(=O)N(CC(=O)N1CCCCC1)C1CCCCC1	4	12	-4	0	100	-0.35	103	-31	89
CCCn1c(=NC(=O)c2ccncc2)c(C(=O)OCC)cc2c(=O)n3cccc(C)c3nc21	.	.	.	-8	84	.	105	.	83
COc1ccc(C(=O)Nn2c(C)nnc2-n2nc(C)cc2C)cc1OC	-43	1	-19	-7	101	1.1	100	10	95
O=C(NCc1cccs1)c1cnn2cccnc12	2	2	-8	2	97	0.15	100	-24	90
CCC(=O)Nc1ccc2c(c1)ncn2-c1ccc(OC)cc1	-7	46	-8	-4	89	0.56	99	19	101
O=C(Nc1nccs1)C1C2/C=C\CCCCC21 (stereo not drawn)	10	-24	-4	6	103	0.12	92	-5	96
O=C(NCCc1cccc(F)c1)[C@@H]1CSC2c3ccccc3C(=O)N21 (stereo partly drawn)	-5	4	-11	0	97	0.38	102	.	91
CCCc1nc2c(=O)n(C)c(=O)[nH]c2n1CCC	-6	19	33	-9	114	0.05	111	4	101
O=C(Oc1c(Cl)cc(Cl)c2ccccc12)N1CCCC1	0	-17	-1	-12	96	-0.4	85	-27	74
Nc1sc2c(c1C(=O)c1ccccc1)CCCC2	3	2	-12	.	.	-0.67	.	11	.
OCC1(CO)COC2(CCCC2)N1	14	-69	-30	22	110	-0.36	94	-16	90
C=CCn1c(SCC(=O)c2ccccc2)nnc1-c1cc2ccccc2o1	.	.	.	-2	90	-0.85	85	.	91
CCOC(=O)c1c(N)sc2c1CCC1C(=O)N(C3CCCCC3)C(=O)C21 (stereo not drawn)	12	-32	11	8	98	0.29	94	-10	92
Cc1cccc(NC(=S)NC(=O)/C=C/c2ccco2)n1	-19	-21	9	5	82	0.02	90	-11	33*
CCCCCCCCOC(=O)c1ccc(N)cc1	0	-22	.	-1	88	-3.3*	102	-13	105
CCOC(=O)C(CCOc1cccc(CC)c1)C(=O)OCC	-19	-1	-8	-11	97	2.1	106	.	106
Cc1ccc2cc3cc(C(=O)N4CCN(Cc5ccccc5)CC4)sc3nc2c1	15	6	0	-4	77	-0.74	96	.	100
COc1ccc(C(=O)Nc2nc(C)c(C)s2)cc1OC	1	-6	-17	0	89	-1.2	102	12	81
CCCn1c(N)c(C(=O)CSc2nnc(Cc3ccccc3)o2)c(=O)n(C)c1=O	7	-27	6	-10	83	0.4	97	-10	83
O=C(N/N=C/c1ccc2c(c1)OCO2)C1COc2ccccc2O1 (stereo not drawn)	7	-10	-1	.	.	0.4	.	1	.
CC(=O)OC(C)(C)C#CCN1CCCC1	4	.	-28	-1	98	0.22	105	7	103
O=c1[nH]c(CSc2ncc(-c3ccc(F)cc3)n2Cc2ccco2)nc2ccccc12	-1	-14	-11	-2	64	0.04	91	-31	74
CCOc1ccc(N(CC(=O)OC)S(=O)(=O)c2c(C)noc2C)cc1	-6	3	-20	6	103	.	100	11	97
O=C(c1cnccn1)N1CCN(c2ccccc2)CC1	-2	-9	4	.	.	0.55	.	-14	.
O=C(Nc1cc(S(=O)(=O)N2CCOCC2)ccc1O)c1ccco1	10	-1	-5	-9	101	0.39	97	-15	101
COc1ccccc1N1CCN(C(=O)c2cc(-c3ccc(Br)cc3)on2)CC1	-2	-55	7	1	100	.	97	0	71

5 neighbouring entries from above, quoted:
SMILES	VCAM1 TNFa inh	IL1B cytotox	TNFa cytotox	Smad3 FoxH1 inh	HUVEC prolif 384	Pyk2 oligo antag	Fibroblast inh	F-actin modifier	H69AR inhibit
O=c1[nH]c(CSc2ncc(-c3ccc(F)cc3)n2Cc2ccco2)nc2ccccc12	-1	-14	-11	-2	64	0.04	91	-31	74
CCOc1ccc(N(CC(=O)OC)S(=O)(=O)c2c(C)noc2C)cc1	-6	3	-20	6	103	.	100	11	97
O=C(c1cnccn1)N1CCN(c2ccccc2)CC1	-2	-9	4	.	.	0.55	.	-14	.
O=C(Nc1cc(S(=O)(=O)N2CCOCC2)ccc1O)c1ccco1	10	-1	-5	-9	101	0.39	97	-15	101
COc1ccccc1N1CCN(C(=O)c2cc(-c3ccc(Br)cc3)on2)CC1	-2	-55	7	1	100	.	97	0	71

(further entries)
SMILES	VCAM1 TNFa inh	IL1B cytotox	TNFa cytotox	Smad3 FoxH1 inh	HUVEC prolif 384	Pyk2 oligo antag	Fibroblast inh	F-actin modifier	H69AR inhibit
NCCc1nnc(SCc2ccccc2)o1	-3	-2	-23	4	102	0.79	108	-5	97
CC(=O)NCCOc1c(C)cc(S(N)(=O)=O)cc1C	-4	4	-45	3	95	-0.96	105	-5	96
Cc1ccc(CNc2ccc3c(c2)ncn3C)cc1	-3	18	-7	-14	103	0.11	101	4	98
COc1ccc(C2NC(=O)C(C)S2)cc1 (stereo not drawn)	-5	-12	-13	11[fluorescence artefact?]	91	-0.04	104	-21	99
CCOc1ccc(N(CC)C(=O)CCNC(=O)Cn2ccc3ccccc3c2=O)cc1	-8	9	-9	1	.	-0.28	.	-8	.
CCOc1ccccc1NC(=O)CCC(=O)Nc1ccc2nc(N3CCN(C)CC3)cc(C)c2c1	-9	8	-8	7	84	1.1	103	0	101
Cc1cc(-n2c(C)cc(C(=O)CSc3nc4ccccc4c(=O)n3Cc3ccco3)c2C)no1	14	-22	-26	9	116	0.26	.	-5	83
O=C(CSc1nnnn1C1CC2CCC1C2)Nc1ccnc2ccccc12 (stereo not drawn)	.	.	.	11	43	-0.04	92	.	93
COc1ccc(Cn2nnnc2C(c2cc3cc(C)cc(C)c3[nH]c2=O)N2CCOCC2)cc1 (stereo not drawn)	3	20	-1	8	89	1.1	93	10	91
Cc1ccc(NC(=O)CSc2nnc(-c3ccncc3)n2N)cc1C	10	-12	-14	1	103	0.22	92	-9	95
COc1ccc(C(=O)N2CCC(C(=O)Nc3ccc(OC)c(OC)c3)CC2)cc1	-24	-8	3	-5	102	-0.32	96	.	92
O=C(NCCOc1ccccc1)c1n[nH]c(=O)c2ccccc12	2	-3	7	8	95	-0.19	98	-12	103
c1ccc(-c2nnc(CSc3nnc(-c4ccncc4)n3Cc3ccco3)o2)cc1	-2	-16	-25	4	96	0.21	94	-1	93
O=C(CSc1nnc2ccccn12)c1ccccc1	21	-10	-31	-2	98	.	97	7	91
N#Cc1c(-c2ccccc2)nc(N2CCCCCC2)[nH]c1=O	28	-21	3	4[fluorescence artefact?]	100	0.56	97	12	70
Cc1cc(=O)n(C(NC(=O)c2ccccc2)C(=O)c2ccccc2)cn1 (stereo not drawn)	-12	-22	-19	13[fluorescence artefact?]	92	1.5	99	5	86
O=C(N/N=C/c1cc2c(cc1[N+](=O)[O-])OCO2)c1ccccn1	8	-18	-30	.	.	0	.	-1	.
CN(Cc1ccccc1)C(=O)c1cccc(NC(=O)c2ccco2)c1	15	-28	-3	-10	108	3.2	100	-11	98
O=C(c1ccc(COc2c(F)c(F)c(F)c(F)c2F)o1)N1CCN(Cc2ccc3c(c2)OCO3)CC1	1	-18	5	2[fluorescence artefact?]	94	1.9	93	-14	28*
CCn1c(COc2ccc(C)cc2)nnc1SCc1nc2ccccc2[nH]1	28	4	-1	-16	103	0.52	97	-3	90
O=C(CN1CCN(S(=O)(=O)c2ccc(Cl)cc2)CC1)NC(=O)NC1CCCCC1	2	-8	-28	.	.	0.01	.	9	.
COc1ccccc1Oc1nnnn1-c1ccc(C(N)=O)cc1	5	25	35	-8	89	0.02	107	3	82
Cc1cc(C)nc(NC(=O)COc2cc(Cl)cc(Cl)c2)n1	6	-2	-11	14	94	0.08	96	11	89
COc1cc(/C=N\Nc2ccc([N+](=O)[O-])cc2)ccc1OCC(=O)Nc1ccc(C)c(C)c1	-2	-17	-6	.	.	-0.35	.	14	.
O=C(Nc1ccccc1)C1CC=CCC1C(=O)OCC1CCCO1 (stereo not drawn)	-12	-8	-5	1	103	0.24	105	4	95
COc1ccc(CC(C)N2CCN(Cc3ccccc3)CC2)c(OC)c1 (stereo not drawn)	-10	-33	-5	5	104	-0.17	102	.	88
CCn1c(SCc2nnc(-c3ccccc3)o2)nc2c1c(=O)n(C)c(=O)n2C	.	.	.	6	99	.	94	.	91
COc1ccc(-c2ccnc3nc(Sc4ncc(C(F)(F)F)cc4Cl)nn23)cc1	3	-97	5	.	.	-0.96	.	3	.
CCOc1ncccc1C(=O)OCC(=O)Nc1cccc(C(C)=O)c1	11	-6	-23	.	.	0.14	.	3	.
Cc1nnsc1C(=O)Nc1ccc(Cl)cc1Cl	0	.	-9	3	107	1.5	106	23	102
CC(C)NC(=O)NC(=O)COC(=O)CCOc1ccccc1	-26	26	-14	.	.	1.4	.	-21	.
Cc1nc2cc(-c3ccccc3)nn2c(C)c1CCC(=O)N1CCN(c2ccccn2)CC1	-4	-10	-14	.	.	.	.	3	.
Cc1ccc(C2=CSC3=NCCN23)c(C)c1	10	-17	-18	4	93	-1.2	95	8	81
CCCn1c(NCc2c[nH]c3ccccc23)nc2ccccc21	-12	0	4	-4	79	0.35	90	.	52
CCC(OC(=O)c1nsc(Cl)c1Cl)C(=O)NCc1ccco1 (stereo not drawn)	-18	15	32	-8	95	1.2	102	15	99
CCC(=O)NC(O)C(=O)c1ccc(C)cc1 (stereo not drawn)	19	40	2	-6	102	0.88	108	-9	103
O=C1CC(c2ccccc2)CC(O)=C1C=NCC1CCCO1 (stereo not drawn)	8	5	-15	8	97	0.02	97	-4	112
